MOR-DOR inv ag: inverse agonists of MOR-DOR heterodimerization, primary screen, cell-based, luminescence; AID 504357, 2011; cell-based MOR-DOR heterodimer luminescence, inverse agonism; inhibition, % at 9.3 µM; 0.21% of 340,000 active; Mu-type opioid receptor (Homo sapiens) + Delta-type opioid receptor (Homo sapiens), …; in the data active means inhibition above about 22%, passing the limit was not always enough;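 further: 0% = cells with DMSO and 100% = wells without cells with DMSO; values of inactives mirror those of a sister screen read the other way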
OPRM1-OPRD1 ag: agonists of OPRM1-OPRD1 heterodimerization, primary screen, cell-based, luminescence; Mu-type opioid receptor (Homo sapiens) + Delta-type opioid receptor (Homo sapiens), …; activation, % at 9.3 µM; AID 504326, 2011; cells; 0.3% of 340,000 active; in the data active means activation above about 18%;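 further: 0% = vehicle-treated cells and 100% = reference agonist; values of inactives mirror those of a sister screen read the other way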
PKA-R2B act: activators of PKA-R2B holoenzyme, primary screen, biochemical, fluorescence polarization, Cy5-IP20, human. cAMP-dependent protein kinase catalytic subunit beta (Homo sapiens) + cAMP-dependent …. 0.079% of 340,000 active. AID 504700, 2011. PKA-R2B holoenzyme dissociation; R2B truncated from residue 108, S112A mutant; 0% DMSO only, 100% 113 µM cGMP. activation, % at 11.4 µM;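 active means activation above a cutoff set at the mean over all compounds plus 3 SD, cut at about 18% in these data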;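 further: higher means more holoenzyme dissociation and a rise in polarization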
Target sequence (P31323 whole entry, looked up, other chains not shown, the tested form may be a part): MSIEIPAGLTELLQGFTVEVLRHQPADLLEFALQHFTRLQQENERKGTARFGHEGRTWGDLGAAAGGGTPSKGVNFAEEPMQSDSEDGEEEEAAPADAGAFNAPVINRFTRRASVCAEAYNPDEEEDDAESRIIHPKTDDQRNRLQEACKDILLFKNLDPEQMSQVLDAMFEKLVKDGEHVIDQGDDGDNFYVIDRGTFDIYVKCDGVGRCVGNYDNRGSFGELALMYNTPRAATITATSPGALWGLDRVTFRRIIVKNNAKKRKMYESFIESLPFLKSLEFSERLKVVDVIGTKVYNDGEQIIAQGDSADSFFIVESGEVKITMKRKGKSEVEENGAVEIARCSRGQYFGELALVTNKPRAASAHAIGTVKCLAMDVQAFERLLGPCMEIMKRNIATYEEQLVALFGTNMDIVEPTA
DAGLB inh: DAGLB lipase inhibitors, primary screen, biochemical, fluorescence, HTS; Diacylglycerol lipase-beta (Homo sapiens), Q8NCG7; HEK293T DAGLB membrane lysate, EnzChek fluorogenic substrate; inhibition, % at 5.17 µM; 0.059% of 340,000 active; AID 504411, 2011; in the data active means inhibition above about 34%;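 further: 0% = enzyme with vehicle and 100% = wells lacking enzyme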
HTR5A ag ctr: HTR5A agonists in luminescence cell assay, primary screen, counter-screen for OPRM1-OPRD1 heterodimer agonist project, full-deck HTS; 5-hydroxytryptamine receptor 5A (Homo sapiens), P47898; cell-based; activation, % at 9.3 µM; 0.61% of 340,000 active; in the data active means activation mostly above about 9.5%, no sharp cut-off; inactive means mostly below about 7.6%;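 further: 0% = cells with vehicle only and 100% = reference agonist; strong numbers were not always called active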
Target sequence (P47898 whole entry, looked up): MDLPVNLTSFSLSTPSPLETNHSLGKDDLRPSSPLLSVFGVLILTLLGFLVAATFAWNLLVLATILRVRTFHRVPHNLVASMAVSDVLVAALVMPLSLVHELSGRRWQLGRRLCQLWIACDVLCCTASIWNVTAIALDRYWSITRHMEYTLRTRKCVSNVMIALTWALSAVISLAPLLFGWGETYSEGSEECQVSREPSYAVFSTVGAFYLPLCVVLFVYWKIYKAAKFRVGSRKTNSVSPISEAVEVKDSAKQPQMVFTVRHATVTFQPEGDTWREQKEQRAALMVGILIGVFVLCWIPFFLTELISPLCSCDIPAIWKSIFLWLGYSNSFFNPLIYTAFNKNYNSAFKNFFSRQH
HTR5A inv ag: HTR5A inverse agonists in luminescence cell assay, primary screen, counter-screen for OPRM1-OPRD1 heterodimer inverse agonist project, full-deck HTS. HTR5A cell line, inverse agonism. inhibition, % at 9.3 µM. 0.083% of 340,000 active. 5-hydroxytryptamine receptor 5A (Homo sapiens), P47898; in the data active means inhibition mostly above about 23%, no sharp cut-off; inactive means mostly below about 18%;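 further: 0% = cells with DMSO and 100% = no-cell wells with DMSO; some compounds called inactive have numbers as strong as hits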
Pemphigus Ab inh: inhibitors of pemphigus antibody binding to DSG3, primary screen, biochemical, bead-based, flow cytometry, scFv-GFP; DSG3-coupled beads, scFv-anti-DSG3-GFP binding; active compounds read low; binding (percent of control), % at 10 µM; 0.48% of 310,000 active;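 active means binding more than 3 SD below its plate's average and above zero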;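 further: hits lower antibody fragment binding to DSG3; some compounds called inactive have numbers as strong as hits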
Arr AP2 block: inhibitors of beta-arrestin/AP2 binding, primary screen, biochemical, GPCR trafficking, flow cytometry. AID 504490, 2011. inhibition, % at 10 µM. FITC-arrestin peptide / GST-AP2 beads; AP2 beta2 appendage carries R879A mutation. 0.31% of 340,000 active. beta-arrestin 1 C-terminal peptide binding to AP2 beta2-adaptin appendage (human);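 active means inhibition above a set limit, near 3 SD of compounds lacking own fluorescence, cut at about 54% in these data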;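 further: plate controls were DMSO wells for no effect and 5 µM unlabelled arrestin peptide for full effect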
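test system = AP2 appendage R879A on GSH beads | buffer or medium = PBS plus Tween 20 (0.05%) and BSA (0.1%) | incubation = 12 min plus 1 h, RT | detection = bead flow cytometry, FITC channel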
V-ATPase pH: regulators of yeast V-ATPase proton pumping, primary screen, pHLuorin cytosolic pH fluorescence | 0.37% of 350,000 active | response, % at 10 µM | S. cerevisiae; in the data active means response mostly above about 7.3%, no sharp cut-off; inactive means mostly below about 5.4%; further: actives read high; inactives centre near 0; some compounds called inactive have numbers as strong as hits; reference of the scale not given here
PKA-R1A activ: activators of PKA-R1A holoenzyme, primary screen, biochemical, fluorescence polarization, Cy5-IP20, bovine R1A, mouse PKAc; cAMP-dependent protein kinase type I-alpha regulatory subunit (Bos taurus) + …; PKA-R1A dissociation; scaled: DMSO 0%, 113 µM cGMP 100%; activation, % at 11.4 µM; 0.083% of 340,000 active; AID 504707, 2011;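 active means percent activation above the mean of all tested compounds plus 3 SD, cut at about 19% in these data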;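 further: higher means more PKAc released from R1A so a rise in polarization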
* marks the source's active call; other numbers are inactive results; x = no result given.

SMILES	MOR-DOR inv ag	OPRM1-OPRD1 ag	PKA-R2B act	DAGLB inh	HTR5A ag ctr	HTR5A inv ag	Pemphigus Ab inh	Arr AP2 block	V-ATPase pH	PKA-R1A activ
O=C(OCC(=O)N1CCC(Cc2ccccc2)CC1)c1cncc(Br)c1	-9.5	2.3	6.9	-1.5	-2.9	7.2	109.2	5.1	-0.3	5.8
Cc1ccc(-c2csc(NC(=O)c3cccc(S(=O)(=O)N4CCN(C)CC4)c3)n2)cc1	12.4	-2.3	6.7	1.5	0.1	-9.3	96.3	25.3	-1.6	-4.7
O=C(NC1=NCCS1)c1nc(-c2ccccc2)n(-c2ccccc2)n1	9.5	-2.3	-2.8	1.0	0.7	-9.4	105.6	24.6	2.1	-3.7
CC(=O)c1ccc(OCC(=O)NC2CCCN(Cc3ccccc3F)C2)cc1 (configuration not stated)	11.0	-2.0	-5.6	-1.4	-1.0	-7.7	106.4	21.6	-0.8	0.4
N#CC1=C(N)SC(N)=C(C#N)C1CCc1ccccc1	-33.0	5.4	-8.1	-4.3	8.5	-22.9	x	6.2	4.9	-7.2
CCOc1ccc(C(C(=O)NC2CCCCC2)N(C(=O)c2ccco2)c2ccc(-n3cnnn3)c(C)c2)cc1 (configuration not stated)	21.7	-4.5	0.6	0.3	-5.8	14.0	94.9	100.5*	1.8	-7.3
Cc1nn(Cc2ccccc2)c(C)c1NC(=O)CCCn1nc(C)c([N+](=O)[O-])c1C	13.4	-2.5	-3.1	-1.2	-3.1	7.9	73.5	3.4	1.3	-2.2
C=CCC(=O)OCC(=O)Nc1ccc(Cl)cn1	13.6	-2.4	-1.9	-2.1	3.2	-8.2	81.3	-0.8	-0.6	6.1
COc1ccc(-c2cc(C(F)(F)F)n3nc(N)nc3n2)cc1	-2.3	0.4	5.0	-0.4	4.2	6.5	98.5	2.5	-2.6	-1.3
O=C(CCC(=O)N1CCN(c2ccccc2F)CC1)N1CCN(c2ccccc2)CC1	2.4	-0.5	-9.1	-0.4	6.0	-10.1	77.0*	4.5	4.8	-3.4
CCCn1nc(C(=O)Nc2nnc(C3CC3)s2)c2ccccc2c1=O	11.4	-2.9	-10.7	-1.0	0.3	-2.4	x	28.4	0.1	-2.3
CC(=O)c1c(-c2ccc(Cl)cc2Cl)noc1C	7.0	-1.4	1.5	-2.5	-0.1	-3.7	95.6	3.5	1.5	9.0
O=C(CCc1nnc2n(Cc3ccc(F)cc3)c(=O)c3ccccc3n12)NCCCN1CCOCC1	9.2	-1.7	-3.7	1.4	0.2	-1.0	95.1	0.4	2.1	-5.0
O=S(=O)(c1ccc(Cl)nc1)N1CCN(c2ncccn2)CC1	16.3	-3.1	-1.2	0.6	0.8	11.2	99.3	28.0	0.3	-3.2
Cc1ccccc1Nc1c(-c2ccccn2)nc2c(C)cccn12	1.4	-0.3	12.7	0.9	-1.2	-4.7	95.4	25.8	10.2	-6.4
Cc1ccc(-c2n[nH]c(=S)n2/N=C/c2cc3c(cc2[N+](=O)[O-])OCO3)cc1	-4.2	0.8	3.3	0.0	0.8	-2.1	105.6	28.5	0.6	3.2
O=C(NC(=S)NCc1ccc2c(c1)OCO2)c1ccccc1	-7.8	1.5	-2.2	-3.9	2.8	-7.0	100.1	-3.8	-0.5	-10.8
O=C(Cn1cnc2cc([N+](=O)[O-])ccc2c1=O)Nc1ccc(N2CCOCC2)cc1	-10.2	2.0	0.4	1.1	0.8	-4.1	85.3	24.6	-5.0	-12.1
CCOc1cc(C(=O)OCC(=O)Nc2cccc(C)c2)ccc1OCC(=O)N1CCOCC1	19.5	-3.8	-1.6	-0.9	1.6	-4.0	99.4	-0.9	-4.6	-5.0
Cc1nc2ccccc2c2oc(C(=O)NCCN3CCN(C)CC3)cc12	13.2	-2.6	-8.0	1.1	-1.5	4.2	104.4	-5.0	1.4	-13.9
O=C(c1ccc(CS(=O)Cc2ccc(Cl)cc2)o1)N1CCN(c2ccccc2F)CC1 (configuration not stated)	0.8	-0.1	-8.0	-5.4	-2.4	-40.9	107.8	-7.4	3.0	2.3
COc1cccc(CNCc2ccccc2OC)c1	12.2	-2.5	-3.9	-3.0	-3.0	10.9	104.6	-12.3	1.8	-9.5
O=C1NC(Cc2ccc(O)cc2)c2nc3cc(F)c(F)cc3c(=O)n2-c2ncccc21 (configuration not stated)	x	x	-0.6	2.2	x	x	x	x	1.2	-16.8
FC(F)Oc1ccccc1NC(=S)Nc1cccnc1	17.1	-3.7	3.3	1.2	-1.8	4.8	97.8	21.1	1.1	-2.3
CCc1c(C(=O)Nc2cc(C(=O)OC)ccc2C)csc1C	10.8	-2.1	12.1	-8.4	-0.7	-3.1	x	0.1	0.9	6.3
Carrying on.
SMILES	MOR-DOR inv ag	OPRM1-OPRD1 ag	PKA-R2B act	DAGLB inh	HTR5A ag ctr	HTR5A inv ag	Pemphigus Ab inh	Arr AP2 block	V-ATPase pH	PKA-R1A activ
CC(NC(=O)/C(C#N)=C/c1cn(-c2ccccc2)nc1-c1ccc(F)cc1)c1ccccc1 (configuration not stated)	7.8	-1.4	-5.7	-0.7	1.3	-4.3	97.3	30.7	1.6	-1.9
O=C(O)c1cccc(COc2ccccc2Cl)c1	1.3	-0.2	4.6	-0.8	2.1	-39.1	99.9	-2.6	4.9	-3.5
Nc1ccc(C(=O)N2CCN(S(=O)(=O)c3ccc(Cl)cc3)CC2)cc1[N+](=O)[O-]	0.4	-0.1	-22.8	2.0	-1.0	5.5	92.5	-10.7	1.4	9.3
CCOC(=O)Nc1ccc2c(CN3CCN(S(=O)(=O)c4ccc(C(C)C)cc4)CC3)cc(=O)oc2c1	13.0	-3.5	-3.4	0.1	2.1	-21.8	101.6	-3.4	2.8	2.3
CNc1nc(NCCOC23CC4CC(CC(C4)C2)C3)nc(OCC(F)(F)F)n1	-22.9	4.0	-9.6	-5.6	1.1	-43.1	102.5	5.9	-2.1	-0.4
COc1cc(OC)c(NC(=O)C2CCCO2)cc1Cl (configuration not stated)	4.2	-0.8	-12.1	-4.4	11.0	-30.4	119.7	6.6	-6.4	-3.4
CCS(=O)(=O)N1CCN(c2cnn(-c3ccccc3)c(=O)c2Cl)CC1	11.3	-2.2	3.2	1.2	-0.9	2.4	99.6	-31.9	-0.2	-23.6
c1ccc(CN(Cc2ccccc2)Cc2nnc(-c3cc4ccccc4[nH]3)s2)cc1	7.3	-1.2	6.2	-0.8	-2.1	-21.9	102.6	-8.2	0.1	5.8
CC(CN1CCC(O)CC1)c1ccccc1 (configuration not stated)	13.6	-2.7	-4.0	-1.3	0.1	-0.3	116.5	54.0	0.5	4.6
Cc1c(C(=O)Nc2cccc(Cl)c2)cn2c(nc3ccccc32)c1C#N	-11.3	2.5	-10.3	1.5	-0.4	11.3	95.8	26.0	-0.2	8.1
COC(=O)C1=C(C(=O)OC)C2C(C)=CC(C)=CN2C(C(=O)OC)=C1C(=O)OC (configuration not stated)	6.8	-1.1	4.5	0.7	2.4	5.6	93.4	-0.2	-3.0	3.7
CCOC(=O)c1c(C)nc2sc(C(=O)Nc3ccc(OC)cc3)c(N)c2c1-c1ccc(OC)cc1	8.7	-1.5	-6.5	-1.1	12.6	-34.8	93.6	5.2	-1.1	-6.1
CS(=O)(=O)c1ccc(C(=O)NCC2(N3CCOCC3)CCCCC2)cc1	9.8	-1.9	-7.3	0.6	5.6	-23.0	123.8	3.8	0.5	1.2
CC1(C)OC2OC(COC(=O)c3ccccc3)C3OC(C)(C)OC3C2O1 (configuration not stated)	-4.0	0.7	5.3	-2.3	1.5	-1.2	113.7	0.0	3.3	2.5
Cc1ccc(S(=O)(=O)Nc2ccccc2CNc2ccccn2)cc1	5.2	-1.0	-13.2	-5.9	0.4	-2.7	103.9	3.2	0.4	-3.1
COc1cccc(-n2nnc3c(=O)n(CC(=O)Nc4ccccc4C)cnc32)c1	-1.6	0.3	-1.3	0.9	2.4	-15.4	230.1	2.2	-5.7	-12.4
O=C(CCc1nc2ccccc2[nH]1)Nc1ccc2c(c1)OCO2	2.8	-0.7	6.7	0.7	-1.1	-10.8	x	15.8	12.3	-2.8
Cc1ccc2nc(Nc3ccccc3)c(/C=N/O)c(=O)n2c1	-3.3	0.8	-0.3	-5.6	8.7	-2.2	x	4.3	-2.2	3.1
CC(=O)N(c1ccccc1C)S(=O)(=O)c1ccc(Cl)cc1	1.2	-0.3	-3.2	-0.5	0.1	-0.1	96.8	-15.5	0.4	-3.5
Cc1cc(C)nc(N2CCCC(C(=O)NCc3ccc4c(c3)OCO4)C2)n1 (configuration not stated)	7.7	-1.5	5.0	2.2	-10.2	25.1	94.4	-4.1	1.5	0.7
COc1ccc([C@H]2C[C@@H](O)[C@H](n3cc(COC(=O)c4ccccc4)nn3)CN2C(=O)c2cccs2)cc1	x	x	3.4	0.2	x	x	x	x	0.7	3.7
NC(=O)c1ccc(N2CCCCC2)c(N2C(=O)C3C4C=CC(C4)C3C2=O)c1 (configuration not stated)	12.2	-2.3	-7.0	-1.4	3.1	-11.3	99.5	1.5	0.2	-3.2
COc1ccc(NC(=O)CSc2nc3c(c(=O)n2C)SCC3)cc1OC	7.2	-1.3	1.9	1.0	5.3	-24.2	x	45.8	0.6	-1.5
CCCSc1nnc(-c2cccc(S(=O)(=O)N(C)C)c2)n1-c1cc(OC)ccc1OC	21.0	-4.1	-10.5	-1.7	-1.4	3.1	98.1	-5.1	0.9	-1.5
CSc1cccc(NC(=S)NC(=O)CCc2ccccc2)c1	-67.5	16.6	0.8	-11.1	-2.8	7.2	108.1	-1.8	-1.2	-0.6
CNC(=O)C(=O)Nc1nc(C23CC4CC(CC(C4)C2)C3)cs1	3.7	-0.7	11.2	-0.4	-4.1	11.1	102.5	35.3	-1.2	-4.8
CCCOc1ccc(N2C(=O)CC(N(CCC)C(=O)CCC(=O)O)C2=O)cc1 (configuration not stated)	12.1	-2.6	2.2	-2.2	-5.9	-15.5	117.0	12.6	-2.3	-5.5

Random excerpt: 2 entries already listed, in no set order.
SMILES	MOR-DOR inv ag	OPRM1-OPRD1 ag	PKA-R2B act	DAGLB inh	HTR5A ag ctr	HTR5A inv ag	Pemphigus Ab inh	Arr AP2 block	V-ATPase pH	PKA-R1A activ
CCS(=O)(=O)N1CCN(c2cnn(-c3ccccc3)c(=O)c2Cl)CC1	11.3	-2.2	3.2	1.2	-0.9	2.4	99.6	-31.9	-0.2	-23.6
CC(=O)N(c1ccccc1C)S(=O)(=O)c1ccc(Cl)cc1	1.2	-0.3	-3.2	-0.5	0.1	-0.1	96.8	-15.5	0.4	-3.5
